# Keap1-Nrf2 PPI = Keap1-Nrf2 protein-protein interaction inhibitors, primary screen, biochemical, fluorescence polarization, single point; Kelch-like ECH-associated protein 1 (Homo sapiens), Q14145; Keap1 Kelch-Nrf2 peptide fluorescence polarization, 1536-well; hit rate 0.15% among 340,000; AID 504523, 2011; inhibition, % at 9.4 µM; in the data active means inhibition above about 12%;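 further: human Keap1 Kelch domain with fluorescein labeled Nrf2 9mer peptide probe; 0% = neutral control wells and 100% = peptide positive control; higher means more block of Keap1 binding to Nrf2 peptide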
# Target sequence (Q14145 whole entry, looked up, the tested form may be a part): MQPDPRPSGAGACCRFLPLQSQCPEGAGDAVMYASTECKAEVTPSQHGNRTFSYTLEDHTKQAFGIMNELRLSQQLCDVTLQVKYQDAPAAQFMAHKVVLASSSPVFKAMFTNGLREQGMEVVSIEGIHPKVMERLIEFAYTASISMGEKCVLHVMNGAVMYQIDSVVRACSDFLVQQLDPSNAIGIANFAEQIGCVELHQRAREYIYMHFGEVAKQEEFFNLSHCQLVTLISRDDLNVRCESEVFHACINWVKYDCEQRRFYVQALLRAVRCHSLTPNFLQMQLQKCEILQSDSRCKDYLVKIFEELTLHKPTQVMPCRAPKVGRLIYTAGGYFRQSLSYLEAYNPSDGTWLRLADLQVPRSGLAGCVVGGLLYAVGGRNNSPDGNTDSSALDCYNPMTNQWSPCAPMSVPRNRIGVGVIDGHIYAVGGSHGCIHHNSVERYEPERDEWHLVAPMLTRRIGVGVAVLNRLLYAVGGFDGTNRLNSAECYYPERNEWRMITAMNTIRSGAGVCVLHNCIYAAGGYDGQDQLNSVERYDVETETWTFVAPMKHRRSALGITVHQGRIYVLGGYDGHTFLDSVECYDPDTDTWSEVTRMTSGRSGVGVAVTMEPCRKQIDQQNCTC
# RTF Ca sens inh = cardiac RTF calcium sensitivity inhibitors, primary screen, biochemical, IANBD-TnC fluorescence, EC70 calcium. IANBD-labeled cardiac RTF, Ca2+ fluorescence. Troponin I, cardiac muscle (Homo sapiens) + Troponin T, cardiac muscle (Homo sapiens) + …. hit rate 0.12% among 340,000. inhibition, % at 7.15 µM. AID 493244, 2011;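 active means inhibition above the mean inhibition of all tested compounds plus 3 SD, cut at about 17% in these data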;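 further: assay run at fixed EC70 calcium of 1.6 mM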
# OPRM1-OPRD1 ag = agonists of OPRM1-OPRD1 heterodimerization, primary screen, cell-based, luminescence | Mu-type opioid receptor (Homo sapiens) + Delta-type opioid receptor (Homo sapiens), … | cells | activation, % at 9.3 µM | hit rate 0.3% among 340,000 | AID 504326, 2011; in the data active means activation above about 18%;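 further: 0% = vehicle-treated cells and 100% = reference agonist; values of inactives mirror those of a sister screen read the other way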
# HTR5A ag ctr = HTR5A agonists in luminescence cell assay, primary screen, counter-screen for OPRM1-OPRD1 heterodimer agonist project, full-deck HTS. AID 504692, 2011. activation, % at 9.3 µM. 5-hydroxytryptamine receptor 5A (Homo sapiens), P47898. cell-based. hit rate 0.61% among 340,000; in the data active means activation mostly above about 9.5%, no sharp cut-off; inactive means mostly below about 7.6%;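 further: 0% = cells with vehicle only and 100% = reference agonist; strong numbers were not always called active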
# Target sequence (P47898 whole entry, looked up): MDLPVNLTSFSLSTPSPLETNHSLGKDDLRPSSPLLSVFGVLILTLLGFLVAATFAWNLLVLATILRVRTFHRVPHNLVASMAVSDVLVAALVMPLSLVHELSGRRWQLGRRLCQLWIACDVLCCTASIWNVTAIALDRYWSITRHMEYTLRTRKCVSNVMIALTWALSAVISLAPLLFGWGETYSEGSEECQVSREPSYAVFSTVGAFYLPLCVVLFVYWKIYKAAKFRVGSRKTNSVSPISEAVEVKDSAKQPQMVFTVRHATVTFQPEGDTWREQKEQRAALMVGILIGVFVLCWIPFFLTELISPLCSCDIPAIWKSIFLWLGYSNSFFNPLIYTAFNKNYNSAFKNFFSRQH
# OPRM1-OPRD1 inv = inverse agonists of MOR-DOR heterodimerization, primary screen, cell-based, luminescence; Mu-type opioid receptor (Homo sapiens) + Delta-type opioid receptor (Homo sapiens), …; inhibition, % at 9.3 µM; cell-based MOR-DOR heterodimer luminescence, inverse agonism; hit rate 0.21% among 340,000; in the data active means inhibition above about 22%, passing the limit was not always enough;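 further: 0% = cells with DMSO and 100% = wells without cells with DMSO; values of inactives mirror those of a sister screen read the other way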
# HTR5A inv ctr = HTR5A inverse agonists in luminescence cell assay, primary screen, counter-screen for OPRM1-OPRD1 heterodimer inverse agonist project, full-deck HTS. HTR5A cell line, inverse agonism. 5-hydroxytryptamine receptor 5A (Homo sapiens), P47898. inhibition, % at 9.3 µM. AID 504634, 2011. hit rate 0.083% among 340,000; in the data active means inhibition mostly above about 23%, no sharp cut-off; inactive means mostly below about 18%;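 further: 0% = cells with DMSO and 100% = no-cell wells with DMSO; some compounds called inactive have numbers as strong as hits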
# cardiac RTF act = cardiac RTF calcium sensitivity activators, primary screen, biochemical, IANBD-TnC fluorescence, EC20 calcium | Troponin I, cardiac muscle (Homo sapiens) + Troponin T, cardiac muscle (Homo sapiens) + … | hit rate 0.24% among 340,000 | activation, % at 7.2 µM | IANBD-labeled TnC RTF fluorescence at EC20 calcium; 0% EC20 calcium, 100% full calcium;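 active means activation above the mean over all tested compounds plus 3 SD, cut at about 30% in these data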;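 further: rise in fluorescence read as greater calcium sensitivity of cardiac thin filaments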
# C-LANA FP = inhibitors of KSHV C-LANA binding to DNA, primary screen, biochemical, fluorescence polarization, FAM-LBS DNA, MBP-C-LANA, single point. hit rate 0.078% among 340,000. inhibition, % at 9 µM;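 active means highest replicate inhibition at or above 60% at 9 µM, even if other replicates fall short; inactive means all replicates below 60% inhibition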;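 further: 0% = neutral control wells and 100% = 4 µM acridine orange control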
# CAL PDZ FP = untagged CAL PDZ binding inhibitors, primary screen, biochemical, fluorescence polarization, HTS | AID 602252, 2012 | hit rate 0.92% among 300,000 | Golgi-associated PDZ and coiled-coil motif-containing protein (Homo sapiens), Q9HD26 | inhibition, % at 24.9 µM | purified CAL PDZ, TMR-peptide fluorescence polarization, 1 h;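 active means mean inhibition of at least 30% with at least half of replicates also reaching 30%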;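 further: 0% = DMSO neutral control and 100% = excess unlabeled competitor peptide PRC23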
# V-ATPase pHluor = regulators of yeast V-ATPase proton pumping, primary screen, pHLuorin cytosolic pH fluorescence; S. cerevisiae; hit rate 0.37% among 350,000; response, % at 10 µM; AID 504577, 2011; in the data active means response mostly above about 7.3%, no sharp cut-off; inactive means mostly below about 5.4%; further: actives read high; inactives centre near 0; some compounds called inactive have numbers as strong as hits; reference of the scale not given here
# The depositor's hits bear a star; . = no result given.
SMILES,Keap1-Nrf2 PPI,RTF Ca sens inh,OPRM1-OPRD1 ag,HTR5A ag ctr,OPRM1-OPRD1 inv,HTR5A inv ctr,cardiac RTF act,C-LANA FP,CAL PDZ FP,V-ATPase pHluor
O=C(c1cccc(S(=O)(=O)NCc2ccccc2)c1)N1CCN(Cc2ccccc2)CC1,-3,-5,-1.5,-1,6,6,2,1.0,-1,2
COC(=O)CSc1ncc(C#N)c(N)n1,-3,-9,3.9,0,-22,-19,14,-1.2,-4,4
COc1ccc(Cl)cc1NC(=O)Nc1ccccc1SC,3,5,5.4,5,-28,-14,0,2.1,-2,2
CCc1cccc(C)c1NC(=O)N(C)C1CCCCC1,-1,-2,-0.8,0,4,-26,-5,-0.6,-3,-5
CCOC(=O)c1sc(NCC2CCCO2)nc1C (stereo not drawn),-4,-6,0.2,9,-1,-2,-2,1.1,-2,-3
COc1ccc(NC(=O)COC(=O)COc2cccc3c2OC(C)(C)C3)cc1,-2,1,-0.9,9,6,-26,-5,1.4,-2,0
C/C(=N/NS(=O)(=O)c1cc(C)ccc1C)c1ccc2c(c1)OCO2,-5,-2,1.7,1,-9,8,0,-3.1,1,2
Cc1cc(Cl)c(S(=O)(=O)NC(C)C)cc1OCC(N)=O,1,11,-1.0,-1,5,3,0,0.7,-4,-2
COc1ccc(CCNC(=O)C2CCCN(S(=O)(=O)c3ccccc3)C2)cc1 (stereo not drawn),-2,6,-0.4,-5,2,12,-6,0.0,-4,-1
CNc1oc(-c2cccc3ccccc23)nc1C#N,-4,0,2.8,3,-15,-11,0,-1.3,-18,-2
O=C(N/N=C/c1sc(N2CCOCC2)nc1-c1ccccc1)c1ccc(O)cc1,-7,9,-0.8,-3,4,14,0,-0.6,-1,-1
COCCn1c(N)c(N(Cc2ccccc2)C(=O)COc2ccc(F)cc2Cl)c(=O)[nH]c1=O,-3,7,-0.6,9,4,-26,-2,-1.0,12,0
CN1CCN(C=NC2=NN(c3cccc(C(F)(F)F)c3)CC2)CC1,-5,-18,-1.7,5,9,24,0,1.5,-1,3
Cc1cccc(C(=O)NNC(=O)C2CCN(C(=O)OC(C)(C)C)CC2)c1,2,-10,-0.6,-4,3,10,1,0.7,-1,0
O=C(Oc1cccc2cccnc12)c1ccc2c(c1)OCCO2,-4,1,-0.5,1,2,-27,-3,0.6,-1,3
CCOc1ncccc1C(=O)Nc1cccc(S(=O)(=O)N2CCCCC2)c1,-5,1,2.4,2,-10,-5,-3,-0.8,-2,2
NC(=O)c1cc(N2C(=O)C=CC2=O)ccc1Cl,-6,0,-1.6,1,9,-10,1,-1.0,-3,5
CCc1cccc(CC)c1NC(=O)CNCc1cccs1,-2,-1,0.5,2,-4,-5,2,-1.2,-3,0
Nc1nnnn1CC(=O)N/N=C/c1cccs1,1,-6,-1.9,-1,10,2,3,-0.3,.,0
O=C(NCc1ccccc1)c1ccc(NC(=O)C2CCCC2)cc1,-5,-13,-3.4,0,16,0,-4,0.7,-1,0
O=C(/C=C/c1ccccc1)N(Cc1cccs1)C1CCS(=O)(=O)C1 (stereo not drawn),-2,-7,-2.3,-1,12,-17,0,-0.3,-4,7
O=C(NCC1CCCO1)c1cccc(NC(=O)c2cccs2)c1 (stereo not drawn),0,-4,-1.2,1,6,-2,5,0.1,-5,-1
CCOc1ncccc1C(=O)N(CC)CC(=O)NCc1ccc(Cl)cc1,-1,-6,-0.1,0,0,0,0,0.2,4,0
Cc1nn(C)cc1/C=N\NC(=O)Cc1ccc([N+](=O)[O-])cc1,-7,-5,-1.7,2,10,-5,0,-0.3,-3,-1
O=C1CCCC(O)=C1N=Nc1ccc(S(=O)(=O)N2CCOCC2)cc1,0,2,-3.8,-4,20,10,0,0.2,-5,7
COc1ccc(Cc2cc(-c3ccc(F)cc3)n[nH]c2=O)cc1,0,.,.,.,.,.,.,0.3,-2,2
Cn1c(SCCOc2ccccc2F)nc2ccccc2c1=O,3,-7,-0.5,-2,2,-3,1,-0.3,21,-3
Cn1c(CN2CCCCC2)nc2cc(NC(=O)c3ccc(F)cc3)ccc21,-3,-6,-0.4,9.2*,2,-15,1,-1.0,-1,2
C=CCN1C(=O)/C(=C\c2ccco2)C(C(=O)OC)=C1C,-2,-2,-3.4,-6,18,-13,-6,-1.3,-1,-2
CNS(=O)(=O)c1cc(NC(=O)CCCNC(=O)c2ccc(Cl)cc2)ccc1C,-5,-2,-2.0,-3,11,7,2,1.5,-4,1
COc1ccc(-n2c(=O)c3c4c(sc3n3c(=S)[nH]nc23)CCC4)cc1,0,-1,-3.0,0,15,-12,-10,-0.9,8,2
COc1ccc(S(=O)(=O)Nc2nc(C(F)(F)F)cs2)cc1,-3,-2,-1.8,-4,11,-16,0,-0.1,-1,.
CC(NC(=O)CCn1ccc2cc(S(=O)(=O)N3CCCC3)ccc21)c1ccccc1 (stereo not drawn),0,0,-2.5,1,13,-5,1,0.2,-3,4
Cc1nnc(SCC(=O)Nc2cc(S(=O)(=O)N3CCOCC3)ccc2C)s1,-6,0,-1.1,7,7,-18,-1,0.2,-2,-1
FC(F)(F)c1cnc(NNC(=S)Nc2cccnc2)c(Cl)c1,2,0,-12,-7,66*,29,-3,-0.8,.,-1
CCN(CC)S(=O)(=O)c1cccc(-c2n[nH]c(=S)n2/N=C/c2ccc(OC(F)F)cc2)c1,0,10,-2.0,-3,10,27,-3,2.0,-3,-1
Cc1nnsc1C(=O)Nc1ccc(S(=O)(=O)N2CCC(C)CC2)cc1,0,-5,0.2,-4,-1,11,0,0.6,9,2
Cc1cccc(OCCSc2nc3ccccc3n2CC(=O)O)c1,-3,-6,-3.4,0,16,1,0,2.1,-5,1
CC(CCc1ccccc1)NC(=O)C(=O)c1c[nH]c2ccccc12 (stereo not drawn),0,-7,4.8,1,-24,-3,-6,-0.9,-4,2
CN(C(=O)CSc1nnc(-c2ccncc2)n1-c1ccccc1)C1CCS(=O)(=O)C1 (stereo not drawn),-5,-8,-0.8,10,4,-28,-1,-0.7,0,-1
CCCCC(C(=O)N/N=C/c1ccccn1)C(=O)N/N=C/c1ccccn1,-1,-9,-2.8,1,14,-17,5,0.2,-9,3
COc1ccc(/C=C/C(=O)NCCN2CCOCC2)cc1OC,-4,-9,-1.4,3,7,9,4,2.0,.,2
Cc1ccc(-c2nnc(-c3ccccc3)c(N3CCOCC3)n2)cc1,-2,-4,2.1,-1,-11,5,-5,-0.7,-1,7
CCOC(=O)C(Nc1ccc2ccccc2c1)C(=O)OCC,-3,-6,5.8,1,-35,-4,-5,2.0,-3,-1
Cc1cc(S(=O)(=O)N(Cc2cccs2)Cc2ccccc2F)ccc1-n1cnnn1,5,2,-0.5,-3,3,13,-3,-2.4,-3,-3
CC(C(=O)NCC(=O)Nc1ccc(F)c(F)c1F)N1CCN(Cc2ccc(C#N)cc2)CC1 (stereo not drawn),5,-2,0.4,-3,-2,9,3,0.1,-9,3
COC(=O)c1sccc1NC(=O)CSc1ccccc1N,2,-19,-2.2,3,11,24,1,0.1,-6,0
Cc1ccc(OCCCCN2CCCC(C)C2)c([N+](=O)[O-])c1 (stereo not drawn),-3,-15,-0.9,1,4,36,2,-0.8,1,-2
O=C(O)c1cc(NS(=O)(=O)c2ccc3ccccc3c2)ccc1O,-1,-5,-2.0,-3,10,10,1,-1.5,-7,0
O=C(Cn1nc2n(c1=O)-c1ccccc1SC2)N/N=C/c1cccs1,-1,-3,-1.9,-2,10,-15,-2,8.2,.,0
Cc1ccc(S(=O)(=O)Nc2c(C(=O)O)[nH]c3ccccc23)cc1C,-2,1,-1.6,-3,9,2,6,-0.5,-3,-2
CC(C)=CCC/C(C)=C/CNC(=O)CC1C[C@H](C(=O)N2CCCCC2)[C@@]2(C)c3[nH]c4ccccc4c3CCN2C1=O (stereo partly drawn),-2,-6,-3.9,1,18,-3,-10,-0.4,-4,-2
CCN(CC(=O)Nc1ccc2c(c1)OCCO2)C(=O)c1ccc(S(=O)(=O)N(C)C)cc1,4,-2,-1.1,-7,6,-17,1,0.3,0,-1
COc1cc2ccccc2cc1C(=O)N1CCOCC1,0,0,-0.3,-1,2,2,-5,-11,-5,-5
CCOC(=O)C1(Cc2ccccc2)CCCN(C(=O)c2cn[nH]c2)C1 (stereo not drawn),-9,1,-0.5,2,2,8,-4,0.1,-3,0
CCOc1ccccc1NC(=O)CSc1nc2cc(O)ccc2c(=O)n1-c1ccc(OC)c(OC)c1,-6,-4,3.1,4,-18,-16,-1,-2.5,-1,-5
CN1CCN(C(=O)N2CCNC2=O)CC1,-5,-6,-1.8,-5,11,19,-3,-1.3,-3,-1
CCN(CC(=O)NCCN1CCOCC1)S(=O)(=O)c1ccc(F)cc1,0,-7,2.0,6,-15,-17,-3,-0.1,.,3
COC(=O)C1=CN(Cc2ccc(OC)cc2)C=C(C(=O)OC)C1c1cccs1,3,-15,-3.7,-4,19,9,5,0.3,3,-2
COc1ccccc1NC(=O)CC1Nc2ccccc2NC1=O (stereo not drawn),-4,-8,-2.2,-2,11,-8,6,-0.8,-7,1

# Next compounds follow.
SMILES,Keap1-Nrf2 PPI,RTF Ca sens inh,OPRM1-OPRD1 ag,HTR5A ag ctr,OPRM1-OPRD1 inv,HTR5A inv ctr,cardiac RTF act,C-LANA FP,CAL PDZ FP,V-ATPase pHluor
O=C(CN1CCOCC1)NNc1nc(-c2ccccc2)c2cc(Br)ccc2n1,5,-8,-1.5,2,7,-11,5,-0.5,-2,5
O=C(CN(C(=O)CNS(=O)(=O)c1ccc(F)cc1)C1CCCC1)NCc1ccco1,1,-3,0.5,2,-4,-6,-5,3.0,-5,-5
Cc1cccc(CNc2ncnc3[nH]ncc23)c1,3,0,-1.1,2,6,-7,-9,-1.8,-3,4
CC1CCCN(S(=O)(=O)c2ccc(C(=O)Nc3nnc(-c4ccco4)o3)cc2)C1 (stereo not drawn),-6,-3,-0.6,4,3,9,2,-2.8,-3,-6
CCCC(C(=O)NC1CCCC1)N(CC1CCCO1)C(=O)CNS(=O)(=O)c1ccccc1 (stereo not drawn),-2,3,-1.5,2,10,-16,-1,-2.2,1,1
CCCCn1c(N)c(N(C(=O)CSc2nnnn2-c2ccccc2)C2CCCC2)c(=O)[nH]c1=O,-1,-9,-2.2,3,9,-6,4,-1.5,-1,3
COc1nc(N(CC(N)=O)S(=O)(=O)c2ccccc2)nc(C)c1Cl,3,-3,-1.5,7,8,7,10,-2.7,0,-2
